HCMV inh – inhibitors of human cytomegalovirus | actives 4.5% (n = 410,000) | AID 1259415 | HFF cells, HCMV-luciferase reporter, 72 h; active compounds read low | activity change, negative = inhibition, % at 57.5 µM; in the data active means activity change below about -60%; inconclusive means no clear call, values can overlap the other calls; inactive means above about -39%
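Compounds were evaluated in HFFs infected with an HCMV luciferase reporter virus (MOI 1 PFU/cell). Luciferase in lysates collected 72 h post infection served as the replication measure.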
AmpC detergent – blocks E. coli AmpC beta-lactamase in detergent assay; AmpC hydrolysis of nitrocefin, absorbance 480 nm, 0.01% Triton; Potency, µM (highest dose often 114 µM), for the others: at the highest dose activity change, negative = inhibition, most hits filed as inhibitors; actives 0.041% (n = 370,000); AID 485294;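 further: potency means the concentration at half of the fitted maximal effect; 0% = no-compound wells and -100% = no-enzyme wells; nearly all actives have a fitted effect of over 25% in size; some results filed as inactive show a strong effect at the top dose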
Target sequence (P00811 whole entry, looked up): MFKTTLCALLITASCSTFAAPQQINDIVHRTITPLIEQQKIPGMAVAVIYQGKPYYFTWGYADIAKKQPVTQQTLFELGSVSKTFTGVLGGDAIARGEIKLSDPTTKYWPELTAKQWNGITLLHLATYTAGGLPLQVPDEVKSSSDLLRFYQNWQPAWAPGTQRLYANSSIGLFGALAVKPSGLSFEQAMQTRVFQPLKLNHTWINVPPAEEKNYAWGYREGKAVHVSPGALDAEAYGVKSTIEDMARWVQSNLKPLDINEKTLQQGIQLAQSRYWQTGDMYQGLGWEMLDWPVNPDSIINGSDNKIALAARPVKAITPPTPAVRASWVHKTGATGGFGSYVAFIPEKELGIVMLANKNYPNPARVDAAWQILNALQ
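20 mM phosphate pH 7.0 + 0.01% (detergent screen) or 0.0001% Triton X-100; 5.3 nM AmpC reagent; cpd preinc 15 min RT; nitrocefin (800 uM stock) to start; A480 q20 s × 4 min; Activity was normalised to no-enzyme and no-compound control wells.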
AMA1-RON2 inh – AMA1-RON2 (P. falciparum) interaction inhibition. AID 720542. Potency, µM (doses to about 58.2 µM), for the others: top-dose activity change, negative = inhibition, hits mostly inhibitors. AlphaScreen AMA1-biotinylated RON2 peptide binding. actives 0.2% (n = 360,000);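 further: potency means the concentration at half of the fitted maximal effect; 0% = vehicle wells and -100% = peptide control; nearly all actives have a fitted effect of over 45% in size; some results filed as inactive show a strong effect at the top dose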
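AMA1 (3D7) with his tag at 25 nM final met compounds first, then biotinylated RON2 peptide at 25 nM; detection used donor plus acceptor beads, 10 µg/mL apiece, read by AlphaScreen after 30 min at room temperature.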
HCV inhibitor – blocks hepatitis C virus; Huh7.5.1 HCVcc-Cre infection, luciferase reporter, 44 h; Potency, µM (series often up to 41.8 µM), inactives show top-dose activity change, negative = inhibition, most hits filed as inhibitors; actives 3.4% (n = 340,000); AID 651820; further: potency means the concentration at half of the fitted maximal effect
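Reporter virus HCVcc-Cre (~0.5 moi) infects cells exposed to compound; seeding density 1,000 cells/well with 4 h settling beforehand. Luminescence, 15 sec read, taken 44 h post-infection following a 15 min RT substrate incubation.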
AmpC no deterg – inhibitors of E. coli AmpC beta-lactamase without detergent; Potency, µM (titrated, usually from 57.1 µM), for inactives: at the top dose activity change, negative = inhibition, actives largely listed as inhibitors; P00811; actives 0.52% (n = 330,000); AID 485341; AmpC nitrocefin hydrolysis, absorbance 480 nm, 0.0001% Triton;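 further: potency means the concentration at half of the fitted maximal effect; plate controls were no compound for no effect and no enzyme for full effect; nearly all actives have a fitted effect of over 20% in size; some results filed as inactive show a strong effect at the top dose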
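20 mM phosphate pH 7.0 + 0.01% (detergent screen) or 0.0001% Triton X-100; 5.3 nM AmpC reagent; cpd preinc 15 min RT; nitrocefin (800 uM stock) to start; A480 q20 s × 4 min; Activity was normalised to no-enzyme and no-compound control wells.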
TbPYK inhibitor – inhibitors of Trypanosoma brucei pyruvate kinase; Q57TT1; Potency, µM (top dose mostly 76.8 µM), inactives show at the top dose activity, negative = inhibition, actives largely listed as inhibitors; AID 624173; TbPYK enzyme, Kinase-Glo Plus ATP luminescence, 45 min; actives 0.12% (n = 410,000); further: potency means the concentration at half of the fitted maximal effect; nearly all actives have a fitted effect of over 50% in size
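Luminescence from Kinase-Glo Plus, added after a 45-minute room-temperature reaction, served as the end-point read-out. The enzyme and substrate were preincubated with compound before ADP (130 uM final) initiated turnover. Concentration-effect curves came from normalized qHTS data.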
LmPK inh – inhibitors of Leishmania mexicana pyruvate kinase; Q27686; purified LmPK, Kinase-Glo ATP luminescence, 1 h; Potency, µM (top dose mostly 57.5 µM), without a hit: at the highest dose activity change, negative = inhibition, usual class: inhibitors; actives 0.37% (n = 290,000); AID 1721; further: potency means the concentration at half of the fitted maximal effect
Target sequence (Q27686 whole entry, looked up): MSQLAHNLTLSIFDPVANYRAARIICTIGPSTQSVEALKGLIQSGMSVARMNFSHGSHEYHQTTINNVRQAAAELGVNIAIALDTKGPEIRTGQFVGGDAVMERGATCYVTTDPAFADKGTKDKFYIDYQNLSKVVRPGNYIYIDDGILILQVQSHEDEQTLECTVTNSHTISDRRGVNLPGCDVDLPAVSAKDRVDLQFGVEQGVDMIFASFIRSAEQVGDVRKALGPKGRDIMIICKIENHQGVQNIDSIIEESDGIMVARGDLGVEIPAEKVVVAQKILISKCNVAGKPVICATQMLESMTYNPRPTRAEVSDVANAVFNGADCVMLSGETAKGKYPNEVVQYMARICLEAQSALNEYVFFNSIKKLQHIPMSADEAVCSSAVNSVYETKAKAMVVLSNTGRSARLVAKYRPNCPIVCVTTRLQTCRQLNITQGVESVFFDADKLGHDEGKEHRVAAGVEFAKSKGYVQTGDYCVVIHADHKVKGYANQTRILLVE
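Kinase-Glo luminescence read after 1 h RT reaction of 0.1 nM LmPK with 0.5 mM PEP and 0.1 mM ADP. Activity scaled between uninhibited and enzyme-free controls.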
* marks the source's active call; other numbers are inactive results; ? = inconclusive; · = not tested or not shown; & = joins results of further samples; [ ] = another dose, or the depositor's remark. Unless noted, the call rests on the fitted dose curve; in most records, active means well fitted curve in the direction sought with a large enough effect; inconclusive means small, poorly fitted or top-dose-only effect, or another doubt; inactive means no such curve, though single readings can be large; an effect the other way counts as inactive or inconclusive. Unless noted, on the % scale 0 is the no-effect control and ±100 the full control effect.

Each structure is followed by: HCMV inh, AmpC detergent, AMA1-RON2 inh, HCV inhibitor, AmpC no deterg, TbPYK inhibitor, LmPK inh
COc1ccc2cc3c(N)c(C(=O)NCc4ccco4)sc3nc2c1
→ 28.7, 0.2%, -23.2%, ?, 0.316µM*, -0.1%, 4.3%
O=C(Nc1ccc(F)cc1Cl)c1ccc2c(=O)n3c(nc2c1)CCCCC3
→ 14.4, -0.1%, 14.7%, 2.3%, -12.2%, -16.3%, 4.3%
O=C(Oc1ccc(Nc2ncnc3ccccc23)cc1)c1cccnc1
→ 0.6, 5.9%, -11.2%, -13.3%, -18.3%, 1.6%, 0.5%
C[C@H](CO)N1C[C@H](C)[C@@H](CN(C)C(=O)Nc2cccc(F)c2)Oc2ncc(Br)cc2C1=O
→ -1.8, ·, 11.0%, ·, ·, 16.1%, ·
Cn1c(=O)n(-c2cccc(Cl)c2)c(=O)n1C
→ 67.1, -9.2%, -4.7%, 8.1%, -16.9%, 3.6%, 0.1%
CN(Cc1ccccc1)C(=O)CCC1CCN(C(=O)c2ccccc2C(F)(F)F)CC1
→ ?, -5.6%, 0.0%, -2.3%, 43.4%, -2.0%, -11.3%
CC1(C)S[C@@H]2[C@H](NC(=O)COc3ccccc3)C(=O)N2C1C(=O)OCc1cc2ccccc2n1S(=O)(=O)c1ccccc1 (stereo partly drawn)
→ ·, ?, ·, ·, 8.91µM*, ·, -2.8%
O=C1C2CCCCN2C(=O)N1CCCCN1CCN(c2ccc(F)cc2)CC1 (stereo not drawn)
→ -35.3, ?, 0.0%, 8.2%, -14.1%, -10.5%, 5.1%
Cc1cccc(NC(=O)CCNS(=O)(=O)c2ccc3c(c2)CCCC(=O)N3)c1C
→ -0.4, 9.0%, ·, ·, ·, 0.6%, ·
CCNC(=S)NCc1ccc2[nH]c(C)cc2c1
→ -5.3, ?, -12.5%, 0.5%[8.37 µM], -12.7%, -5.8%, -1.4%
O=C(Oc1cccc(-n2cnnn2)c1)c1ccccc1
→ -21.3, -5.8%, 5.6%, 19.1%, -20.7%, 1.8%, 1.2%
CCCn1c(SCN2C(=O)c3ccccc3C2=O)nc2cc(Cl)ccc2c1=O
→ -29.8, ?, 68.5%[activator], -3.8%, -24.0%, -3.0%, 2.6%
COc1cccc(-c2nn(C)c3sc(C(=O)NCc4ccc(C)o4)cc23)c1
→ 14.4, 8.4%, -6.7%, 2.82µM*, 36.5%, -0.9%, -2.4%
COc1ccc(OC)c(NC(=O)COC(=O)CCNc2ccccc2OC)c1
→ 22.9, ·, -1.8%, -3.9%, -6.9%, 1.0%, ·
Cc1nonc1NC(=O)CSc1nnc(-c2ccoc2C)n1CC(C)C
→ -0.5, 0.0%, -13.6%, 15.8%, -1.9%, 2.9%, 2.2%
COC(=O)c1ccccc1NC(=O)c1cccn(Cc2cccc(Cl)c2)c1=O
→ -2.5, -5.7%, ·, ·, ·, -0.6%, ·
COc1ccc(C(=O)NCc2ccc3c(c2)CCN3C(C)=O)c(OC)c1
→ -15.4, -7.8%, ·, ·, ·, 2.4%, ·
Cc1ccc(NC(=O)O/N=C2\CCCCC2c2ccc([N+](=O)[O-])cc2[N+](=O)[O-])cc1 (stereo not drawn)
→ 29.2, -8.5%, -22.6%, ?, -13.7%, -11.8%, 0.8%
CCCNc1nc(=S)n(-c2ccccc2)c(C)c1C(C)=O
→ ?, 2.6%, -0.2%, 9.5%, -7.3%, 0.8%, 1.4%
NC(=O)CN1C(=O)C2C3CCC(C3)C2C1=O (stereo not drawn)
→ -22.3, ·, 27.0%, ·, ·, -1.9%, ·
COc1ccc(C(=O)OC2C(OC)OCC(O)C2O)cc1 (stereo not drawn)
→ ?, ·, 0.5%, ?, ·, 5.0%, ·
O=C1CN=C(Nc2cccc(C(F)(F)F)c2)N1C1CCCC1
→ -25.3, -7.8%, -12.2%, 13.2%&-0.7%, -7.8%, 12.6%, -1.4%
CC(NC(=O)c1cc2c(cc1Cl)N1CCCCCC1=NS2(=O)=O)c1ccc(S(N)(=O)=O)cc1 (stereo not drawn)
→ 24.2, -16.4%, 20.0%, 5.1%, -19.0%, -0.5%, ·
CCOc1ccc(CN(C)C(=O)CNC(=O)c2ccc3ccccc3c2)cc1OC
→ 3.5, 1.1%, 4.9%, ?, 86.3%[activator], -2.1%, -0.2%
O=C(CCC(=O)N1CCN(c2ccc(F)cc2)CC1)c1ccccc1
→ -27.7, -9.4%, -7.3%, 6.0%, 0.7%, 2.1%, 4.1%
COc1cccc(-c2ocnc2C(=O)Nc2ccc3c(c2)CCC3)c1
→ ?, -18.6%, 13.5%, -24.8%, -28.1%, 5.8%, -5.4%
CCCN(CC(=O)Nc1ccccc1OC)C(=O)CCC(=O)c1ccc(F)cc1
→ -11.0, 0.0%, 20.4%, -22.8%, 22.3%, -8.4%, ·
OC(c1ccc2c(c1)OCO2)c1ncc(-c2ccccc2)[nH]1 (stereo not drawn)
→ 9.3, ·, -15.7%, ·, ·, -1.1%, ·
O=C(NCc1nnc(SCC(=O)N2CCCC2)o1)c1c(F)cccc1Cl
→ 20.1, 0.1%, 22.1%, 13.3%, -18.6%, -3.5%, -2.6%
Cc1ccc(CNC(=O)CN(C(=O)C2(C)CC(=O)N=C3C=CC=CN32)c2ccccc2F)cc1 (stereo not drawn)
→ -22.9, 1.9%, 16.7%, 26.1%, -10.4%, 12.0%, -1.4%
COc1ccc(N2C(=O)CCC(C(=O)NCc3ccccn3)C2c2ccc(F)cc2)cc1 (stereo not drawn)
→ 1.7, -9.0%, 7.0%, 15.2%, 33.1%, 1.6%, 2.4%
COc1ccc(NC(=O)Nc2cccs2)cn1
→ -28.2, -4.1%, 7.6%, 12.4%, -36.5%, -14.0%, 1.7%
CCCC(=O)N1CCC1(C)C(=O)Nc1cc(-c2ccccc2)nn1C (stereo not drawn)
→ 50.5, ·, -1.8%, ·, ·, 2.6%, ·
C[C@@H](NC(=O)c1ncn(Cc2ccccc2)c1C(=O)N[C@H](C)c1ccccc1)c1ccccc1
→ 25.8, -7.7%, -1.1%, ?, -10.2%, -0.5%, ·
COC(=O)c1ccc(NC(=O)c2cccc(Cl)c2)o1
→ 2.6, -14.4%, -7.7%, -9.8%, -8.0%, 2.6%, 0.3%
CCNC(=S)NNC(=O)CCn1c2ccccc2c2ccccc21
→ 44.6, -3.5%, 84.3%[activator], ?, -27.6%, 1.9%, 4.7%
COc1ccccc1Cn1c(=S)[nH]c2cc(C(=O)NCC3CCCO3)ccc2c1=O (stereo not drawn)
→ -37.4, 1.7%, 49.6%[activator], ?, -6.7%, -5.4%, 6.9%
COc1ccc(NC(=O)CSc2cn(CCNC(=O)c3ccc(OC)cc3)c3ccccc23)cc1
→ -6.3, 0.1%, ·, ·, ·, -2.6%, ·
CCCCNS(=O)(=O)NC(=O)C1=C(N2CCCC2)COC1=O
→ -14.0, -8.2%, 5.6%, -1.3%, -14.0%, 0.1%, ·
CC(C)N1CCN(Cc2ccc(C#CC(C)(C)O)s2)CC1CCO (stereo not drawn)
→ -2.4, -6.0%, -8.1%, -18.2%, -10.1%, -1.4%, 4.4%
CN(C(=O)c1cccc(NC(=O)Cc2ccc(NC(=O)C3CCCN(C(=O)CCc4ccccc4)C3)cc2)c1)C1CCC1 (stereo not drawn)
→ -32.2, ·, 6.4%, -7.2%[8.37 µM], ·, -5.4%, ·
CCOC(=O)c1ccccc1NC(=O)N(Cc1ccco1)C1CCN(C(C)=O)CC1
→ 6.7, -0.1%, ·, ·, ·, -9.3%, ·
Cc1ccccc1-c1nc(CS(=O)(=O)CC(=O)NCc2ccc(F)cc2)c(C)o1
→ 46.6, -18.0%, 7.9%, -24.3%, 23.9%, 1.4%, 7.0%
CCOC(=O)c1c(C)[nH]c(C)c1S(=O)(=O)N1CCC(C(=O)NCc2ccc(OC)cc2)CC1
→ 6.4, 3.4%, ·, ·, ·, -1.9%, ·
O=C(COC(=O)/C=C/c1ccc(Cl)cc1)NC1CCS(=O)(=O)C1 (stereo not drawn)
→ -7.4, ·, 4.6%, ·, ·, 2.2%, ·

Quoted from the listing.
`CCCC(=O)N1CCC1(C)C(=O)Nc1cc(-c2ccccc2)nn1C` (stereo not drawn) @ TbPYK inhibitor = 2.6%
`O=C(COC(=O)/C=C/c1ccc(Cl)cc1)NC1CCS(=O)(=O)C1` (stereo not drawn) @ AMA1-RON2 inh = 4.6%

Continued.
Each structure is followed by: HCMV inh, AmpC detergent, AMA1-RON2 inh, HCV inhibitor, AmpC no deterg, TbPYK inhibitor, LmPK inh
O=C(NCCN1CCOCC1)c1cn(CCc2ccccc2)nn1
→ 7.5, -13.3%, -14.3%, 17.3%, -6.3%, 3.1%, -3.7%
c1ccc(-c2ccc(OCCOCCn3cncn3)cc2)cc1
→ -8.6, -11.7%, -11.3%, -8.4%, 55.0%, -1.0%, -14.4%
O=C(O)c1ccccc1Nc1ccc(OC(F)F)cc1
→ ?, -4.1%, -7.2%, 17.2%, -28.7%, -1.1%, -7.8%
Cc1ccc(CN2C(=O)C(=O)c3cc(Br)cc(C)c32)cc1
→ -103.1*, 6.1%, ·, ·, ·, -6.9%, ·
O=C(O)CN1C(=O)c2ccc(Oc3ccc4c(c3)C(=O)N(CC(=O)O)C4=O)cc2C1=O
→ -30.4, 2.3%, -8.1%, 22.1%, -18.3%, 4.5%, -1.0%
Cc1cc(C(=O)Nc2ccc3c(c2)OCCO3)co1
→ 163.2, -5.1%, -3.5%, -16.8%, -13.8%, -4.9%, -27.8%
CC(C)(C)C(=O)Nc1nnc(SCc2cccc(F)c2)s1
→ 79.8, 2.3%, -4.4%, -1.8%, -23.7%, -0.1%, -10.1%
O=C(O)c1ccc2[nH]c3c(c2c1)CSCC3
→ ·, ?, 3.9%, 10.4%, -30.5%, -5.7%, 1.6%
O=C(Cc1ccccc1)N1CCN(C(=O)c2ccc([N+](=O)[O-])cc2)CC1
→ 0.2, -3.4%, 0.3%, 6.3%, 2.3%, -7.4%, -0.7%
c1cncc(CSc2ccc(-c3cccnc3)nn2)c1
→ 13.7, 8.8%, 6.4%, 1.6%, -1.8%, -2.1%, -1.4%
CC1=Nc2ccccc2N=C(NC(=O)/C=C/C(=O)O)C1c1ccccc1 (stereo not drawn)
→ -10.5, 3.2%, 3.0%, 3.7%, -33.8%, 2.5%, -8.2%
CCn1cc2nc(SCC(=O)Nc3ccc(C)cc3C)n(Cc3ccc(C)cc3)c(=O)c2n1
→ ?, 2.7%, ·, ·, ·, -4.0%, ·
COc1ccc([C@H]2CC(=O)C=C(c3cccc(C(C)C)c3)C2)cc1OC
→ -26.6, 6.0%, -21.3%, ?, 70.7%[activator], 2.7%, ·

High-throughput results deposited in PubChem BioAssay by National Center for Advancing Translational Sciences (NCATS).
